# NCI-60 one-dose screen, 48 h, at 10 µM unless noted. Numbers give growth in % (100 = growth as untreated, 0 = no growth, -100 = all killed).
# TK-10 – TK-10 renal cancer cells. actives 3.9% (n = 81,000). AID 1794769
# SN12C – SN12C renal cancer cells | actives 3.8% (n = 81,000) | AID 1794767
# UO-31 – UO-31 renal cancer. actives 5.2% (n = 81,000)
# PC-3 – PC-3 prostate cancer cells; AID 1794754; actives 3.9% (n = 80,000)
# SF-295 – SF-295 CNS cancer cells | actives 5.6% (n = 79,000)
# 786-0 – 786-0 renal cancer cells | actives 5.1% (n = 81,000) | AID 1794775
# DU-145 – DU-145 prostate cancer | actives 4.2% (n = 81,000) | AID 1794760
# U251 – U251 CNS tumor cells. actives 5.4% (n = 80,000)
# SF-539 – SF-539 CNS cancer. actives 6.8% (n = 81,000)
# * hit, by the source's call; x = not tested or not shown; & = joins results of further samples; [ ] = remark or other dose. Rule for the calls: active = growth percent below 10; inactive = the rest.
SMILES,TK-10,SN12C,UO-31,PC-3,SF-295,786-0,DU-145,U251,SF-539
O=C(O)CCCN1C(=O)/C(=C/c2cn(-c3ccccc3)nc2-c2ccc([N+](=O)[O-])cc2)SC1=S,78,50,40,56,35,65,59,38,55
CCN1CCC[C@H]1c1cc(O)c2c(c1OC)C[C@H]1C[C@H]3[C@H](N)C(=O)C(C(N)=O)=C(O)[C@@]3(O)C(=O)C1=C2O,-8.1*,-3.7*,-5.6*,3.3*,0.9*,3.9*,1.9*,-8.9*,-21*
C=C1C(=O)O[C@H]2[C@H]1CC/C(COC(=O)NCCc1ccc(OC)c(OC)c1)=C\CC[C@@]1(C)O[C@@H]21,36,x,43,79,96,78,39,77,47
CC1=N/C(=C\c2ccco2)C(=O)N1CCc1ccc(S(N)(=O)=O)cc1,116,x,89,91,105,97,110,100,95
Cc1c([C@H](C(Cl)Cl)[C@H](O)[C@H]2C[C@H](C)C(=O)O2)ccc2c1C(=O)[C@H]1[C@H]2C[C@@H](Br)[C@@]23O[C@@H](CO[C@H]2O)CC13C (stereo partly drawn),x,25,56,30,x,40,-35*,14,x
CNC(=O)C(C)C,103,105,94,96,98,98,107,102,91
CO/N=C1\CC[C@]2(C)[C@H]3CC[C@@H]4[C@@H]([C@@](C)(O)CC/C=C/C(C)C)CC[C@@]4(C)[C@]3(C)CC[C@H]2C1(C)C,97,81,65,63,96,76,55,84,88
COc1ccc(/C=c2/nc3n(-c4ccccc4)c4nc5c(n4n-3c2=O)C(=N)C(=S)N5)cc1,142,101,74,89,x,110,114,92,96
OC1(C#CC2(O)CCCC2)CCCC1,x,107,82,90,93,100,106,99,x
c1ccc(Cc2cccnc2)cc1,110,111,95,82,94,96,110,96,104
CN(CC(O)C(O)C(O)C(O)CO)c1oc(-c2ccccc2)nc1C#N (stereo not drawn),83,98,88,96,96,100,107,93,94
C=C(C)[C@@H]1CC[C@]2(C(=O)Nc3ccccn3)CC[C@]3(C)[C@H](CC[C@@H]4[C@@]5(C)CCC(=O)NC(C)(C)[C@@H]5CC[C@]43C)[C@@H]12,124,90,66,61,96,93,101,81,91
O=C(CCl)OCCCCCOC(=O)CCl,100,101,100,100,90,100,111,98,103
O=C(Nc1ccc(OCc2ccccn2)c(Cl)c1)c1cccnn1,86,102,91,103,96,84,106,99,104
O=C(CC(CC(=O)c1ccccc1)c1ccccn1)c1ccccc1,123,93,69,85,x,113,110,99,106
COc1ccc(/C=C/C(=O)c2ccc(N3CCN(C)CC3)cc2)c(C(F)(F)F)c1,72,43,44,43,18,42,41,5.3*,15
COC(=O)c1ccc2c(c1)c1c(C)c3cccnc3c(C)c1n2C,103,57,47,88,88,73,84,72,70
COc1ccc(-c2c3c(N)nc(-c4cccnc4)nc3nc3c2c(C)nn3-c2ccccc2)cc1,114,89,85,78,95,117,115,x,84
C=Cc1c(C)c2cc3[nH]c(cc4nc(cc5nc(cc1[nH]2)C(C)=C5CCC(=O)O)C(CCC(=O)O)=C4C)c(C)c3C=C,104,93,78,84,122,89,103,103,110
CCCCCCCC[C@H]1C=CC(=O)N1CCCCCCC(=O)OC,x,96,95,100,96,106,105,102,106

# Part of the list above, as labelled records:
O=C(CC(CC(=O)c1ccccc1)c1ccccn1)c1ccccc1
- TK-10 = 123
- SN12C = 93
- UO-31 = 69
- PC-3 = 85
- SF-295 = x
- 786-0 = 113
- DU-145 = 110
- U251 = 99
- SF-539 = 106
COc1ccc(/C=C/C(=O)c2ccc(N3CCN(C)CC3)cc2)c(C(F)(F)F)c1
- TK-10 = 72
- SN12C = 43
- UO-31 = 44
- PC-3 = 43
- SF-295 = 18
- 786-0 = 42
- DU-145 = 41
- U251 = 5.3*
- SF-539 = 15

# (list continues)
SMILES,TK-10,SN12C,UO-31,PC-3,SF-295,786-0,DU-145,U251,SF-539
CC(C)/C(=C/C(=O)O)C(=O)O,88,111,92,98,102,99,109,95,105
CS(=O)(=O)Nc1ccc(CC(=O)N2CCN(c3ccc(C(F)(F)F)cn3)CC2)cc1,88,92,72,89,86,93,98,94,96
COc1ccc(N=Nc2c(N)nn3c(-c4cccs4)ccnc23)cc1,111,96,77,83,87,83,106,103,73
O=C(O)c1ccccc1C(=O)Nc1ccc([N+](=O)[O-])cc1,94,111,103,98,100,101,109,100,103
CCN(CC)C(=O)c1cccc2c1OCO2,88,97,91,88,101,102,106,87,96
Cc1cn(-c2cc(NC(=O)c3cncc(C#Cc4cnc(N)c5ncccc45)c3)cc(C(F)(F)F)c2)cn1,90,58,25,85,91,72,94,86,72
CN1CCN(Cc2ccc(NC(=O)c3nc4ccc5[nH]ncc5c4c4c3CCCC4)cc2C(F)(F)F)CC1,-87*,-89*,-86*,-84*,-68*,-85*,-73*,-91*,-89*
CNC(=S)Nc1ccc(S(=O)(=O)Nc2ccc(Cl)nn2)cc1,101,94,103,102,102,102,107,103,99
N#C/C(=C\c1ccc(Cl)cc1Cl)C(=O)N1c2ccccc2Sc2ccccc21,109,94,89,100,102,101,108,101,95
O=C1CC(c2ccco2)Cc2oc3cc(O)c(O)cc3c21 (stereo not drawn),104,82,51,82,107,91,95,87,69
NS(=O)(=O)c1ccc(CCn2c(-c3ccc(C(=O)O)cc3)nc(-c3ccccc3)c2-c2ccccc2)cc1,102,101,91,94,101,103,102,110,99
Cc1ccc(C(=O)C(C)(CCC#N)CCC#N)o1,111,106,87,89,99,95,111,103,99
COc1ccc2ccc3ccc(OC)c(OC(C)=O)c3c2c1,113,98,81,87,103,93,103,81,115
COc1cc(C=O)cc(Br)c1O,112&116,105&93,101&99,99&97,113&135,107&104,119&110,105&102,96&107
CCCSc1nc(Nc2ccc(/C(C)=N\NC(N)=S)cc2)c(C#N)c(-c2ccc(OC)cc2)n1,33,33,28,100,42,5.2*,52,17,19
CNC(=O)CSc1nc2ccccc2c(=O)n1-c1ccc(S(=O)(=O)Nc2ccc(Cl)nn2)cc1,105,106,92,104,109,106,120,109,102
N#CC1=C(N)Oc2c(cnn2-c2ccc([N+](=O)[O-])cc2[N+](=O)[O-])C1c1ccccc1Cl (stereo not drawn),123,93,55,85,73,96,102,93,91
C=CCOC(C)OCC=C,100,105,87,91,97,101,107,105,x
CCOC(=O)C1=CNn2c(nc3sc4c(c3c2=O)CCN(C)C4)N(c2ccc(Cl)cc2)C1=N,101,102,79,x,99,96,104,96,105
CC(C)(C)c1ccc(S(=O)(=O)Oc2ccc(NC(=O)c3ccc(Cl)cc3)cc2)cc1,82,91,82,74,92,93,100,95,98
Cc1ccc(S(=O)(=O)Oc2ccccc2Cl)cc1,118,98,90,122,97,95,114,99,104
CCOC(=O)C(Cc1ccc(O)cc1)NC(C)=O (stereo not drawn),134,97,94,89,100,101,118,98,112
CC(S(=O)(=O)c1ccccc1)S(=O)(=O)c1ccccc1,105,98,76,93,97,109,110,x,111
O=C1NC(C(=O)NCc2ccc(Cl)cc2Cl)C/C1=C/N1CCOCC1 (stereo not drawn),92,102,92,107,102,99,108,105,105
COC(=O)/C=C1/S/C(=N\N=C\c2ccc(OS(=O)(=O)C(F)(F)C(F)(F)C(F)(F)C(F)(F)C(F)(F)C(F)(F)C(F)(F)C(F)(F)F)cc2)N(c2ccccc2)C1=O,101,92,90,99,78,73,105,64,88
CSC1C(C#N)C(N)=Nc2c(C#N)cnn21 (stereo not drawn),111,96,72,93,100,106,111,101,94
COc1cc2cc3c(nc2cc1OC)CCN3Cc1ccc(NC(=O)Nc2ccc(Cl)c(Cl)c2)cc1,77,84,75,70,81,92,88,88,89
CC12CC[C@@H]3[C@]4(C)COC(c5cn[nH]c5-c5ccc(F)cc5)O[C@@H]4CC[C@@]3(C)[C@@H]1CC(C1=CCOC1=O)O2 (stereo partly drawn),119,87,50,56,98,100,99,98,94
Cc1nc(=S)[nH][nH]1,87,94,90,104,100,98,104,107,x
CCOC(=O)c1nn(-c2ccc(C)cc2)c(=O)c2c(N)c(C#N)c(-c3ccc(OC)cc3)cc12,125,86,81,95,103,108,109,103,102

# Filtered by structure, the compounds so far with fluorine.
SMILES,TK-10,SN12C,UO-31,PC-3,SF-295,786-0,DU-145,U251,SF-539
COc1ccc(/C=C/C(=O)c2ccc(N3CCN(C)CC3)cc2)c(C(F)(F)F)c1,72,43,44,43,18,42,41,5.3*,15
CS(=O)(=O)Nc1ccc(CC(=O)N2CCN(c3ccc(C(F)(F)F)cn3)CC2)cc1,88,92,72,89,86,93,98,94,96
Cc1cn(-c2cc(NC(=O)c3cncc(C#Cc4cnc(N)c5ncccc45)c3)cc(C(F)(F)F)c2)cn1,90,58,25,85,91,72,94,86,72
CN1CCN(Cc2ccc(NC(=O)c3nc4ccc5[nH]ncc5c4c4c3CCCC4)cc2C(F)(F)F)CC1,-87*,-89*,-86*,-84*,-68*,-85*,-73*,-91*,-89*
COC(=O)/C=C1/S/C(=N\N=C\c2ccc(OS(=O)(=O)C(F)(F)C(F)(F)C(F)(F)C(F)(F)C(F)(F)C(F)(F)C(F)(F)C(F)(F)F)cc2)N(c2ccccc2)C1=O,101,92,90,99,78,73,105,64,88
CC12CC[C@@H]3[C@]4(C)COC(c5cn[nH]c5-c5ccc(F)cc5)O[C@@H]4CC[C@@]3(C)[C@@H]1CC(C1=CCOC1=O)O2 (stereo partly drawn),119,87,50,56,98,100,99,98,94

# Continued:
SMILES,TK-10,SN12C,UO-31,PC-3,SF-295,786-0,DU-145,U251,SF-539
COc1cc2c(cc1O)CC[C@@H]1C2CC[C@@]2(C)C1CC[C@@H]2O (stereo partly drawn),63,53,42,20,25,36,11,33,-4.9*
C1=C(c2ccccc2)n2cnc3ncnc-3c2NN1,45,98,70,101,67,57,54,92,75
O=S1(=O)N(Cc2ccccc2)[C@H](Cc2ccccc2)[C@H](O)[C@H](O)[C@@H](Cc2ccccc2)N1Cc1ccccc1,89[7.5 µM],113[7.5 µM],76[7.5 µM],73[7.5 µM],88[7.5 µM],76[7.5 µM],111[7.5 µM],73[7.5 µM],91[7.5 µM]
COc1cc(/C=C2\CC/C(=C\c3cc(CN4CCOCC4)c(O)c(OC)c3)C2=O)cc(CN2CCOCC2)c1O,x,89,65,91,99,94,96,96,91
Cc1ccc(N(C(=O)CCc2c[nH]c3ccccc23)[C@H](C(=O)Nc2cccc([N+](=O)[O-])c2)c2ccc(O)cc2)cc1,111,99,67,82,103,102,113,88,100
Nc1ccc(-c2ccc(S(=O)(=O)O)cc2)cc1,93,107,99,80,103,96,105,94,103
O=C(O)C(=O)NCc1ccccc1,114,99,75,x,104,108,131,108,112
COc1ccc(/C=N\NC(=O)c2ccncc2)cc1O,102,97,78,106,93,94,99,x,107
CC(=O)Nc1c(Cl)c(Cl)c2c(c1Cl)C(=O)c1cc(Cl)ccc1-2,107,116,69,84,114,121,109,101,105
c1ccc(-c2cnnc3c4ccccc4nn23)cc1,130,109,75,112,112,93,113,102,100
CCN(Cc1cccc(S(=O)(=O)O)c1)c1ccc(C(=C2C=CC(=[N+](CC)Cc3cccc(S(=O)(=O)O)c3)C=C2)c2ccc(O)cc2S(=O)(=O)O)cc1,112,105,86,75,103,114,119,103,101
ClCCCOCc1ccccc1,152,102,73,x,107,110,107,114,107
O=Cc1ccc(CN2C(=O)c3ccccc3C2=O)o1,107,102,87,107,114,107,118,101,101
O=C(O)/C=C/C(=O)Nc1ccc2c(c1)Cc1cc(Br)ccc1-2,126,104,81,93,97,103,108,97,106
Cc1cc(C)cc(OCC(=O)O)c1,98,99,87,104,97,98,111,103,96
CCCS(=O)(=O)c1ncnc2nc[nH]c12,98,98,94,93,98,99,108,95,98

# Screening results: PubChem BioAssay, NCI

# Random draw from the library. Share with any hit: about 10%.
